# Screening results (PubChem BioAssay)
# PPC-1+TRAIL kill: PPC-1 cancer cell killing with TRAIL present. AID 1443. cell killing (% activity), % at 4 µM. PPC-1 cells + TRAIL, ATPLite viability luminescence. hit rate 0.41% among 220,000;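 active means cell killing above 50% in the first pass at 4 µM, then a duplicate retest at 5 µM averaging 50% or more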;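 further: plate controls were cells with TRAIL plus DMSO for no effect and medium-only wells lacking cells for full effect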
# RBBP9 inh: inhibitors of human serine hydrolase RBBP9; O75884; recombinant RBBP9, FP-Rh probe fluorescence polarization; inhibition, % at 7.94 µM; hit rate 0.2% among 220,000;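 active means inhibition above the campaign mean of all tested compounds plus 3 SD, cut at about 14% in these data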;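 further: plate controls were DMSO wells with RBBP9 for no effect and wells lacking RBBP9 protein for full effect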
# Target sequence (O75884 whole entry, looked up): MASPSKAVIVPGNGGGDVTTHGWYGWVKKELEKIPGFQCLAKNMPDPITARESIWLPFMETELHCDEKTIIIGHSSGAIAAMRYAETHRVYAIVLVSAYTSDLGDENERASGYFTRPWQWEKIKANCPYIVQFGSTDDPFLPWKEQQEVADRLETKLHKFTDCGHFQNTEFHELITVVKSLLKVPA
#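 System: RBBP9 protein / Quantity: 2.5 µM RBBP9 dispensing solution, before mixing / Also added: Serine-hydrolase probe FP-Rh, 375 nM pre-mixing / Dosing: 7.94 µM single dose, 0.794% DMSO / Timing: enzyme-compound preincubation 30 min, then probe labeling 45 min, 25 °C / Signal: FP readout at 525/598 nm / Controls: DMSO-treated enzyme wells and wells lacking RBBP9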
# PGE2 EP2 inh: EP2 receptor (human) inhibition; P43116; inhibition, % at 25 µM; C6 glioma cells expressing human EP2, cAMP TR-FRET; cells stimulated with saturating PGE2; hit rate 0.52% among 260,000;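 active means percent inhibition above 40 after rounding to a whole number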;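 further: rat C6 glioma host cells with rolipram phosphodiesterase inhibitor present; the protocol text gives 20 µM as final concentration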
# Target sequence (P43116 whole entry, looked up): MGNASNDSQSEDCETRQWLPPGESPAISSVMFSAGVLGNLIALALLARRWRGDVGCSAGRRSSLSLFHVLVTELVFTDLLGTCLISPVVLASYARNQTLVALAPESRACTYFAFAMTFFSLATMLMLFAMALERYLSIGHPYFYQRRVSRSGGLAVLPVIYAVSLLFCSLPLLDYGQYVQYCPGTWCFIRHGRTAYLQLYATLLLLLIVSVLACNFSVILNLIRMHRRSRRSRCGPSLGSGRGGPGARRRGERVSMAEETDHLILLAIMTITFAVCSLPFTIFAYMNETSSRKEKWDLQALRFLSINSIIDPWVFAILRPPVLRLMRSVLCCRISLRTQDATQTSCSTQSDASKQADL
# TbHK1 inh: T. brucei hexokinase 1 inhibition. recombinant TbHK1, G6PDH-coupled NADH A340. inhibition, % at 10 µM. hit rate 0.11% among 220,000. AID 1430;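 active means inhibition of 50% or more in the single-dose primary screen; inactive means inhibition below 50%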
# NCF1 inh: inhibitors of human p47phox binding. P14598. inhibition, % at 24.7 µM. p47phox/p22phox peptide binding, fluorescence polarization, 2 h. AID 1274. hit rate 0.53% among 220,000;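 active means inhibition above about 30%, limit read from the data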;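 further: 0% = p47phox with labelled peptide and 100% = labelled peptide alone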
# Target sequence (P14598 whole entry, looked up): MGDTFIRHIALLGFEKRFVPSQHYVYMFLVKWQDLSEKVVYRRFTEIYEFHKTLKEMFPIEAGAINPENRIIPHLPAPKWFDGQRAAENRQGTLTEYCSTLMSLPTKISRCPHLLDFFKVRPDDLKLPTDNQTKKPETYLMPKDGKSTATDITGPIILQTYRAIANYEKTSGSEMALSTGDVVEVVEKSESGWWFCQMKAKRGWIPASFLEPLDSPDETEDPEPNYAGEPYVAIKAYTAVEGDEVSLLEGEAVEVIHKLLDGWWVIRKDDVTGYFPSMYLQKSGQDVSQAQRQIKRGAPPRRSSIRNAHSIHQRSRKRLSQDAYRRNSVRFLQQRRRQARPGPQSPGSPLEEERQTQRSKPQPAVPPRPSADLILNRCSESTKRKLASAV
# BaF3 tox: parental Ba/F3 viability inhibition as JAK2V617F counter-screen; inhibition, % at 5.6 µM; CellTiter-Glo ATP luminescence; hit rate 1.1% among 220,000; AID 1486;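 active means inhibition above a per-campaign cutoff, the mean inhibition of all tested compounds plus 3 SD, cut at about 27% in these data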;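 further: 0% = DMSO wells and 100% = JAK Inhibitor I control wells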
# Furin inhibitor: inhibitors of human furin; purified furin, fluorogenic substrate cleavage; inhibition, % at 30 µM; hit rate 0.061% among 220,000; AID 463115; in the data active means inhibition above about 25%; further: inactives centre near -15
# Ba/F3 V617F tox: loss of viability in JAK2V617F-driven Ba/F3 cells; Ba/F3 EpoR-JAK2V617F viability, ATP luminescence; inhibition, % at 5.6 µM; hit rate 1.1% among 220,000;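 active means inhibition above the campaign mean plus 3 SD over all tested compounds, cut at about 24% in these data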;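 further: cytokine-independent growth of Ba/F3 cells driven by EpoR plus mutant JAK2; 0% = DMSO-treated cells and 100% = JAK inhibitor I control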
# p97 inhibitor: inhibitors of human p97 ATPase; P55072; recombinant p97 ATPase, Kinase-Glo ATP luminescence, 3 h; inhibition, % at 8 µM; hit rate 0.42% among 220,000; AID 1481; in the data active means inhibition above about 15%;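 further: 0% = DMSO vehicle and 100% = wells lacking enzyme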
# * marks the source's active call; other numbers are inactive results; nt = no result given; & = joins results of further samples; [ ] = dose if it differs, or a comment. The list is partial; rates above refer to the full screens.
SMILES,PPC-1+TRAIL kill,RBBP9 inh,PGE2 EP2 inh,TbHK1 inh,NCF1 inh,BaF3 tox,Furin inhibitor,Ba/F3 V617F tox,p97 inhibitor
NNC(=O)c1sc2cc(C(F)(F)F)cnc2c1-c1cccnc1,12,-2,4,-5,2,2,-18,0,-4
Cc1ccc(-c2csc(=Nc3cccnc3)n2CCCn2ccnc2)cc1C,17,-5,11,-7,-6,-1,-1,-3,0
CC(=O)Nn1c(-c2ccccc2)cc2ccccc21,3,3,8,30,-3,5,-20,0,2
Cc1ccc(C(C(=O)NC2CCCC2)N2CCCCC2)cc1 (stereo unspecified),16,-3,4,12,-7,1,-29,-4,2
CC1CC(C)CN(c2oc(-c3ccccc3Cl)nc2C#N)C1 (stereo unspecified),26,-1,7,-3,-2,1,-7[20 µM],-7,10
Nc1nnn(CC(=O)N/N=C/c2ccccc2)n1,37,10,1,-12,-1,-8,-26,0,3
Nc1c(CO)nnn1-c1ccccc1,20,-5,3,0,-6,2,-22,-1,3
CC(=O)N1c2ccccc2C(C)(c2ccccc2)CC1(C)C (stereo unspecified),2,-14,8,39,-13,4,0[20 µM],3,-12
CN1CCN(NC(=O)Nc2cccc(Cl)c2Cl)CC1,-15,0,3,7,-26,7,-9,3,3
N#CC1=C(N)C(C#N)(C#N)[C@H](c2c(F)cccc2F)[C@H]2CC3(CC=C12)OCCO3,19,-10,11,8,-19,4,-30,0,4
COc1ccc2oc3ccc(OC)cc3c(=O)c2c1,17,-3,0,2,-5,4,-24,-3,2
O=C(CSc1nc2ccccc2[nH]1)NC1CCCc2ccccc21 (stereo unspecified),18,-1,12,-1,-3,3,-18,-2,-2
CC(C)NC(=O)c1onc(CSc2cccc(F)c2)c1C(=O)O,24,3,4,-2,-22,1,-6[20 µM],-2,2
O=C(CN1CCN(S(=O)(=O)c2ccc(F)cc2)CC1)Nc1cccc(C(F)(F)F)c1,1,-10,nt,-4,-7,6,-10,2,-8
CC(C)(C)n1ncc2c(=O)n(CC(=O)N3CCc4ccccc43)cnc21,15,-6,12,3,-21,2,-24,4,-8
O=C(CSc1nnnn1-c1ccccc1F)NNC(=O)c1ccco1,12,-12,6,5,-5,3,-12,3,-5
O=C(CN=C1NC(=O)C(c2ccccc2)(c2ccccc2)N1)NCc1ccc(F)cc1,16,-3,2,-1,-2,6,-12,3,-3
Cc1cc(C(=O)NCCCC(=O)O)c(C)o1,-27,-11,8,-5,-6,0,-16[20 µM],1,-5
O=C(CN1CCN(c2ccc(F)cc2)CC1)N1CCOCC1,-13,-1,-4&10,18,-14,5,-12,3,-2
CCOC(=O)c1sc(NC(=O)CC)nc1C,16,-7,8,19,2,0,-15,2,-2
CN(CC(=O)NCc1cccnc1)S(=O)(=O)c1ccccc1,-7,4,8,-7,1,0,-9,-1,3
Cc1cccc(N2CCN(Cc3cc(=O)n4ccsc4n3)CC2)c1C,-3,-7,7,-15,-8,6,-12[20 µM],3,-3
CCSc1nnc(NC(=O)c2cc(-c3ccccc3O)n[nH]2)s1,8,-7,6,2,-14,1,-18,-3,9
CCOC(=O)c1c(NC(=O)C2COc3ccccc3O2)sc(C)c1C (stereo unspecified),19,-4,11,4,-16,-4,2[20 µM],-5,4
COc1cccc(/C=C/C(=O)OCC(=O)NCc2ccc(Cl)cc2)c1,-12,2,9,-3,9,0,-24,-2,2

# (listing goes on)
SMILES,PPC-1+TRAIL kill,RBBP9 inh,PGE2 EP2 inh,TbHK1 inh,NCF1 inh,BaF3 tox,Furin inhibitor,Ba/F3 V617F tox,p97 inhibitor
Cc1cc(=O)n(C)c(=O)n1CCCCCCN1CCCC1,4,-5,6,-2,-9,0,1[20 µM],-4,5
COc1ccc(S(=O)(=O)Cc2ccc(C(=O)N3CCN(c4ccccc4F)CC3)o2)cc1,11,-3,20,1,0,2,-29,-1,-6
Cc1cc(NS(=O)(=O)c2ccc(NC(=O)C(C)Oc3ccc(Cl)cc3)cc2)no1 (stereo unspecified),-1,-1,5,-1,-6,-1,-14[20 µM],-4,3
CCOC(=O)c1c(-c2ccc(C)cc2)csc1/N=C/N(C)C,4,1,3,-16,-5,6,-4,-2,1
O=C(COc1ccccc1)Nc1ccc(NC(=O)c2ccco2)cc1,11,-12,6,1,-12,3,-13,1,-5
CCOc1ccc(CN2CCN(Cc3cccc4nonc34)CC2CCO)cc1 (stereo unspecified),21,1,8,-1,1,7,-9,5,-1
COc1cnn(-c2ccc(F)cc2)c(=O)c1Br,18,-7,10,-1,3,5,-21,-2,0
O=[N+]([O-])c1ccc(C2=Nn3cnnc3SC2)cc1,-7,2,7,-19,-4,-1,-15,-2,7
CCc1cc2c(=O)c(-c3ccc4c(c3)OCCO4)coc2cc1OS(C)(=O)=O,11,-6,7,1,-13,4,-25,1,0
O=C(NNS(=O)(=O)c1ccc(Br)cc1)c1cccs1,9,-4,10,-1,-9,7,-33,-1,3
COc1ccc(NS(=O)(=O)c2cc(NC(=O)c3cnccn3)ccc2N2CCCC2)cc1,8,-5,12,-10,-18,4,-14,-1,-2
O=S(N1CCCCCC1)C12CC3CC(CC(C3)C1)C2 (stereo unspecified),-14,-7,15,-1,-5,2,-15,-5,5
CC(NC(=O)Nc1ccc(Cl)cc1)C(c1cccs1)N1CCOCC1 (stereo unspecified),9,1,6,1,-8,2,-9,-1,1
COc1cccc(CN(C)CC(=O)NNC(=O)c2ccc(Cl)cc2)c1,0,-4,10,3,-1,-1,-5,-2,1
COc1ccccc1S(=O)(=O)n1cc(Cc2ccccc2)c(N)n1,-5,-5,4,9,-8,1,-17[20 µM],100*,-1
COC(=O)c1oc2ccc(Br)cc2c1NC(=O)c1ccccc1,10,-5,16,4,-7,6,-20,2,1
O=C(Nc1ccc(Cl)cc1)OCc1cc(-c2ccccc2Cl)on1,23,-3,nt,-9,-19,5,-14[20 µM],-3,5
Cc1ccc(NC(=O)CN(C)C(=O)CCCN2C(=O)c3ccccc3C2=O)cc1,-10,-4,11,-2,-12,2,-19,-2,5
CCS(=O)(=O)N1CCN=C1SCc1cccnc1,-6,-2,6,1,-2,2,-20,1,3
CCOc1c(Cl)cc(C(=O)NCCN2CCCCC2)cc1Cl,13,5,7,1,-18,4,-23[20 µM],-2,1
O=c1c2cc3c(nc2[nH]c(=S)n1-c1ccccc1)CCCC3,21,-4,7,-14,-10,-2,-22,-1,1
O=C(NN=C1CCCC1)NC1CCCCC1,5,2,5,-4,10,2,-18,-5,3
CCOC(=O)N1CC=C2C(C#N)=C(N)C(C#N)(C#N)[C@H](c3ccc(OCC)c(OCC)c3)[C@H]2C1,1,-4,3,-3,-35,1,-26,-4,6
C[C@H](NC(=O)c1nc[nH]c1C(=O)N[C@@H](CCCCNC(=O)OC(C)(C)C)C(=O)OC(C)(C)C)C(=O)OC(C)(C)C,-4,nt,6,-1,-6,nt,-3,nt,nt
COc1ccc(-c2noc(-c3cccnc3)n2)cc1OC,24,-7,8,4,4,6,-15,5,-4

# Next part.
SMILES,PPC-1+TRAIL kill,RBBP9 inh,PGE2 EP2 inh,TbHK1 inh,NCF1 inh,BaF3 tox,Furin inhibitor,Ba/F3 V617F tox,p97 inhibitor
O=[N+]([O-])c1cc(C(F)(F)F)ccc1N1CCN(S(=O)(=O)c2ccc3c(c2)CCCC3)CC1,12,2,8,28,-2,5,-13,-1,4
OCCC1CN(Cc2cnc(-c3ccccc3)s2)CCN1CCc1ccccc1 (stereo unspecified),6,1,2,1,-4,3,-7,4,-3
O=C(O)CCc1nn2cc(-c3ccccc3)nc2[nH]c1=O,43,-4,15,-11,-15,1,-22[20 µM],-2,5
Cc1cc2nc(SCCN3CCOCC3)[nH]c2cc1C,-4,1,10,3,6,2,24[20 µM],-2,6
CCCCNCC1CCCO1 (stereo unspecified),6,-2,4,-8,-13,-3,-24,3,0
COc1ccc2c(c1)CCc1c(C(=O)N3CCc4ccccc4C3)noc1-2,-4,0,8,-3,-12,1,-13,-5,2
O=C(O)CC1(CC(=O)Nc2cc3ccccc3cn2)CCCCC1,14,-9,10,3,-3,8,-14,1,0
O=C(Nc1ccc2oc(-c3ccccc3Cl)nc2c1)c1ncn[nH]1,8,-11,11,0,9,7,-11[20 µM],2,-7
Cn1c(=O)oc2cc(S(=O)(=O)NCc3ccc(C(=O)O)cc3)ccc21,2,-10,9,-5,-32,-3,-15,-3,3
COC(=O)CSc1nc2sc3c(c2c(=O)[nH]1)CCC3,-6,-6,8,-5,76*,1,-13,-1,7
COCC(=O)N(Cc1cc2ccc(C)c(C)c2n2nnnc12)C1CCCC1,0,-2,14&6,-7,-11,8,-31,0,1
C=CCNc1nc(Cl)ncc1F,14,-6,5,-7,-17,2,-22,-1,-2
S=c1[nH]nc(-c2ccc(Cl)cc2)n1Cc1ccccc1,16,-6,25,2,8,4,-1[20 µM],1,-5
C/C(NCCN1CCOCC1)=C(\C#N)C(N)=O,-8,-1,10,-2,-8,5,-10[20 µM],2,-3
COC(=O)c1ccc(OS(=O)(=O)N(C)C)cc1,-6,-7,10,-2,-6,36*,-23,-2,1
OCCCc1n[nH]c(=S)n1-c1ccccc1,6,1,3,0,0,4,-24,2,5
Cc1cc(C)c(C#N)c(SCC(=O)Nc2ccccc2)n1,14,-7,5,-6,-7,7,-25,-1,3
COc1ccc2c(c1)c(=O)oc1cc3occ(C(C)(C)C)c3cc12,12,-3,nt,6,-5,0,-14[20 µM],2,4
COc1cc(OC)cc(-c2nnc(SCC(=O)N3c4ccccc4Sc4ccccc43)o2)c1,nt,-3,13&25,-5,nt,3,-18[20 µM],2,3
CCCCNC(=O)CSc1nc2ccccc2n1S(=O)(=O)c1ccc(Cl)cc1,7,-3,26,-3,-13,4,-8,-2,3
Cc1ccn2cc(CNS(=O)(=O)c3ccc4c(c3)OCCO4)nc2c1,11,-10,9,2,-14,13,6,4,-5
CCOC(=O)/C(=N\Nc1ccc(Cl)cc1)Sc1nnc(-c2ccc(OC)cc2)n1C,1,-3,1,-12,-11,5,-13,5,-8
O=C(c1ccc(-c2ccc([N+](=O)[O-])cc2Cl)o1)N1CCOCC1,6,9,3,-23,9,9,-7,-2,3
CCc1cc2c(=O)c(-c3nc(C)cs3)coc2cc1O,3,-7,5,-9,-1,-2,-19,6,-4
COc1ccc2oc(=O)c(C(=O)NCc3ccco3)cc2c1,8,-11,1,-1,-8,6,-33,2,1

# Remaining list, next part
SMILES,PPC-1+TRAIL kill,RBBP9 inh,PGE2 EP2 inh,TbHK1 inh,NCF1 inh,BaF3 tox,Furin inhibitor,Ba/F3 V617F tox,p97 inhibitor
CCn1cc(C2=NC(CCSC)CO2)c2ccccc21 (stereo unspecified),-4,-6,8,10,-2,-1,1,3,-3
Cc1nnsc1C(=O)NNS(=O)(=O)c1cc(C(F)(F)F)cc(C(F)(F)F)c1,-11,-3,9,0,-3,1,-11,4,1
COC(=O)C1=C(C)N(Cc2ccccc2)C(=O)N[C@H]1c1ccc(Br)cc1,-3,nt,13,15,-13,nt,-31,nt,nt
CCCn1c(CC)nc([N+](=O)[O-])c1Sc1ccc(C)cc1,15,-2,5,-8,4,7,-15[20 µM],4,0
O=C(OCC(=O)N1CCCc2ccccc21)c1ccc(Br)o1,21,-8,4,6,-2,4,-16,4,0
COc1ccc2[nH]c(=O)c(CN(Cc3cccs3)Cc3nnnn3Cc3ccccc3)cc2c1,11,3,5,-6,-7,4,-11[20 µM],-3,-2
